SSB-PriA inh: inhibitors of Klebsiella pneumoniae PriA binding to SSB C-terminal tail; AlphaScreen SSBct-PriA binding, biotinylated peptide; inhibition, % at 33 µM; hit rate 0.6% among 430,000; in the data active = inhibition mostly above about 37%, no sharp cut-off; inactive = mostly below about 20%;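 also: plate controls were negative control peptide for no effect and reference peptide for full effect; strong numbers were not always called active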
An asterisk follows results filed as active; & = joins results of further samples. This is a subset. The share of hits here may be higher or lower than overall.

SMILES	SSB-PriA inh
CC(=NNC(N)=S)c1cc(-c2ccccc2)c(-c2ccccc2)s1	23
O=C(c1ccc(Br)o1)N1CCC2(CC1)NC(=O)N(Cc1ccccc1)C2=O	14
CC(=O)Nc1cccc(NC(=O)CSc2nc(CC(=O)NCC3CCCCC3)cs2)c1	1
O=S(=O)(NCCOc1ccc(-c2cccs2)nn1)c1cccs1	-2
CCOc1ccccc1C(=O)N1CCC(Oc2cccc(C)n2)CC1	-8
O=C(Cc1ccc(Cl)cc1)N1CCN(c2ccc(-n3cccn3)nn2)CC1	-20
CCCNC(=O)C(=O)NCCN1CCOC(c2ccccc2)C1 (stereo not drawn)	-8
Cc1cccc(NC(=O)C(=O)NCC2CCN(C(C)C)CC2)c1	0
Cc1cc2c(cc1C)NC(CC(=O)Nc1ccccc1C#N)C(=O)N2 (stereo not drawn)	-17
COc1ccc2cc(C(=O)NC[C@@H](O)Cc3ccccc3)[nH]c2c1	-10

Structural class: the entries above with a thiophene ring, fused or not
SMILES	SSB-PriA inh
CC(=NNC(N)=S)c1cc(-c2ccccc2)c(-c2ccccc2)s1	23
O=S(=O)(NCCOc1ccc(-c2cccs2)nn1)c1cccs1	-2

3 entries from above, ordered by molar mass, descending.
SMILES	SSB-PriA inh
CC(=O)Nc1cccc(NC(=O)CSc2nc(CC(=O)NCC3CCCCC3)cs2)c1	1
O=S(=O)(NCCOc1ccc(-c2cccs2)nn1)c1cccs1	-2
Cc1cc2c(cc1C)NC(CC(=O)Nc1ccccc1C#N)C(=O)N2 (stereo not drawn)	-17

Additional results.
SMILES	SSB-PriA inh
CCOC(=O)c1sc(NC(=O)c2cc(C)no2)c(C#N)c1C	3
Cn1cccc1C(O)CNC(=O)c1ccsc1 (stereo not drawn)	-11
CCC(=O)Nc1ccc(I)cc1C	5
Cc1nc(Cn2nc(-c3ccco3)n(C3CC3)c2=O)cs1	-7
O=C(c1ccc([N+](=O)[O-])cc1Cl)N1CCC2(CC1)OCCN2S(=O)(=O)c1cccs1	-8
Cc1c(C(=O)NCc2cnn3c2CCCC3)cnn1-c1ccccc1	-6
Cc1ccc(N(C)S(=O)(=O)c2ccsc2C(=O)n2nc(C)cc2C)cc1	2
COc1ccc(S(=O)(=O)N2CCCC(C(=O)Nc3c4c(nn3C)CCC4)C2)cc1 (stereo not drawn)	-11
O=S(=O)(N=C1C(Cl)=C(Cl)C(=NS(=O)(=O)c2ccccc2)C(Cl)(Cl)C1(Cl)Cl)c1ccccc1	-3
COC(=O)C1C(=O)NCC1C(C)C (stereo not drawn)	-1
CCOc1ccc2ncc(C#N)c(NCc3ccccc3)c2c1	-18
CCOC(=O)N1CCN(C(=O)CSc2ncc(CO)n2Cc2ccc(F)cc2)CC1	-14
NC1=NC(=O)/C(=C/c2ccc(C(=O)O)cc2)S1	-4
Cc1ccc(C)c2sc(N3CC(OC(=O)C4CC4)C3)nc12	-11
Cc1ccc(-n2ncc(C(=O)NCc3ccc4c(c3)OCO4)c2-n2cccc2)cc1Cl	-2
Clc1cnc(NN=Cc2cccs2)c(Cl)c1	7
COc1cc(OC)cc(C(=O)NCCc2ccc3c(c2)CCCN3C)c1	59*
Cc1cccc(C=NNC(=O)c2c(-c3ccccc3)noc2C)c1O	-16
CCc1ccc(S(=O)(=O)NCc2ccccc2-c2ccsc2)s1	-40
O=C(c1cnccn1)N1CCC[C@H](Cc2nc(-c3ccccc3F)no2)C1	-4

Taken from the entries so far (two entries):
SMILES	SSB-PriA inh
CCc1ccc(S(=O)(=O)NCc2ccccc2-c2ccsc2)s1	-40
O=C(c1cnccn1)N1CCC[C@H](Cc2nc(-c3ccccc3F)no2)C1	-4

Additional results
SMILES	SSB-PriA inh
COc1ccc(-c2ccc(C=NN3C(=O)C4C5C=CC(C6CC56)C4C3=O)o2)c([N+](=O)[O-])c1 (stereo not drawn)	-2
CCc1ccc2nc(N(CCCN(C)C)C(=O)CCS(=O)(=O)c3ccccc3)sc2c1	-7
COc1ccc(/C=C\C(=O)N2CCN(c3nccn3C)CC2)cc1OC	6
CCc1ccc(NC(=O)C(=O)NCC(O)C2CCCCC2)cc1 (stereo not drawn)	1
O=C(CSc1ccccn1)NN=Cc1ccccc1[N+](=O)[O-]	-7
O=C(O)c1ccc(NC(NC(=O)c2ccco2)C(=O)c2ccccc2)cc1 (stereo not drawn)	10
COCCn1c(SCc2nc(-c3ccc4c(c3)OCO4)no2)nc2ccsc2c1=O	-10
O=C(NC[C@@](O)(c1ccccc1)C1CC1)c1ccccc1C(F)(F)F	-22
COc1ccc(S(=O)(=O)NCC(c2ccsc2)N2CCOCC2)cc1F (stereo not drawn)	-7
COc1ccc(Cl)c2sc(N3CCN(C(=O)c4ccc([N+](=O)[O-])s4)CC3)nc12	10

The last 7 records of the section before lead into the next:
SMILES	SSB-PriA inh
CCc1ccc(NC(=O)C(=O)NCC(O)C2CCCCC2)cc1 (stereo not drawn)	1
O=C(CSc1ccccn1)NN=Cc1ccccc1[N+](=O)[O-]	-7
O=C(O)c1ccc(NC(NC(=O)c2ccco2)C(=O)c2ccccc2)cc1 (stereo not drawn)	10
COCCn1c(SCc2nc(-c3ccc4c(c3)OCO4)no2)nc2ccsc2c1=O	-10
O=C(NC[C@@](O)(c1ccccc1)C1CC1)c1ccccc1C(F)(F)F	-22
COc1ccc(S(=O)(=O)NCC(c2ccsc2)N2CCOCC2)cc1F (stereo not drawn)	-7
COc1ccc(Cl)c2sc(N3CCN(C(=O)c4ccc([N+](=O)[O-])s4)CC3)nc12	10
COc1ccc(-c2nnc(NC(=O)c3ccc(Cl)cc3Cl)o2)c(OC)c1	-8
CN(C)c1ccc(CCNC(=O)C(=O)Nc2ccc(F)c(Cl)c2)cc1	-24
CC1CC(C)CN(C(=O)c2ccc(CNS(=O)(=O)c3cccc(C(F)(F)F)c3)cc2)C1 (stereo not drawn)	-12
Cc1nc2ccc(NC(=O)c3cccnc3)cc2c(=O)n1-c1ccc(Cl)cc1	-13&-9
O=C(C1CC1)N1CCc2ccc(NS(=O)(=O)c3ccc(F)cc3)cc2C1	-2
COCCN(Cc1ccoc1)C(=O)c1ccccc1Br	1
CCOC(=O)c1csc(NC(=O)c2ccc(S(=O)(=O)N(CC(C)C)CC(C)C)cc2)n1	-5
O=C(CCC(=O)Nc1cc(C(F)(F)F)ccc1Cl)NN=Cc1cc([N+](=O)[O-])ccc1O	-4
Oc1ccc(C=NNc2ccc(Cl)nn2)cc1O	-13
Cc1nc2cc(NC(=O)[C@@H]3CSCCC(=O)N3)ccc2s1	-6
O=C(CSc1nc2cc(-c3ccccc3)[nH]c2c(=O)n1Cc1ccccc1)N1CCCc2ccccc21	-6
O=c1c2sc3ccccc3c2nc(SCc2ccccc2Cl)n1CCc1c[nH]c2ccccc12	-11
CN(C)C[C@H]1CSCCCN1C(=O)c1ccc2nsnc2c1	-19
O=C(NCCc1c[nH]c2ccccc12)C(=O)NCc1cccs1	14
CCOC([O-])=Nc1c[n+](N2CCOCC2)no1	0&-5
Cc1nn(-c2ccccc2)c(N2CCCC2)c1C=NNC(=S)Nc1ccccc1F	-5
O=C(N1CCC(Cn2ccnc2-c2ccccc2)CC1)C1(c2cccs2)CCCC1	14
Cc1ccccc1C(=O)N/N=C(/N)c1cc2ccccc2oc1=N	8
CCOc1cc(C(=O)Nc2ccc(Br)c(C)c2)nc2ccc(Cl)cc12	-11
COc1ccc(-c2cc(N)n(C3CCS(=O)(=O)C3)n2)cc1 (stereo not drawn)	16
CCOC(=O)c1ccc(NC(=O)CS(=O)(=O)c2cn(Cc3ccc(F)cc3)c3ccccc23)cc1	-16
COc1ccc(Cl)cc1Nc1ncnc2c1cnn2-c1ccc(C)c(C)c1	-15
O=S(=O)(NCC(O)c1csc2ccccc12)c1ccc(OC(F)(F)F)cc1 (stereo not drawn)	-8
Cn1nc(C(=O)Nc2cc(C(F)(F)F)ccc2Cl)c2ccccc21	-15
CC(C)c1nnc(C2CCN(C(=O)Cc3ccc(Cl)cc3)CC2)o1	1
COc1ccc(Cl)c2sc(NCc3ccco3)nc12	-6&-4
Cc1ccc(-n2c(C)cc(C=NNC(=O)CN(c3ccc(C)cc3C)S(C)(=O)=O)c2C)cc1	-4
COc1ccc(-c2nc(SCC(=O)Nc3ccc(NC(C)=O)cc3)c3c(=O)n(C)c(=O)n(C)c3n2)cc1OC	-16
O=C(Nc1cccc(-c2ccc3nnc(-c4cccs4)n3n2)c1)c1ccccc1Cl	-26&-7
CC(C)Oc1ccc(C(=O)N2CCC[C@@H]2CS(=O)(=O)c2ccccc2)cc1	0
COc1cc(C=NNc2ccc(Cl)c(C(=O)O)c2)ccc1OC(=O)c1ccccc1F	6
C=CC(=O)N1CCN(C(=O)C=C)CC1	-7
COc1ccc(CC(=O)Nc2ccc3nc(C)n(-c4ccc(F)cc4)c(=O)c3c2)cc1OC	15
O=C(Nc1cccc(C(F)(F)F)c1)N1CCN(c2ccc(-n3cccc3)nn2)CC1	-8
Cc1c(Cl)cccc1NC(=O)C1CCCN1c1nc2ccccc2o1 (stereo not drawn)	0
Cc1ccc(-n2ccnc(SCC(=O)Nc3ccccc3C(F)(F)F)c2=O)cc1	-2
Cc1ccc(C=c2sc(=C(C#N)C(=O)N3CCCC3)n(Cc3ccco3)c2=O)s1	1
O=C(NCC1(CO)CC1)C1CC=CCC1 (stereo not drawn)	6
C=CCNC(=O)C(=O)Nc1cc(N2CCCS2(=O)=O)ccc1OC	-15
Cc1sc2ncc(C(=O)Nc3nc(-c4ccccn4)cs3)c(=O)n2c1C	35
COC(=O)C1CC(OC)CN1C(=O)c1cccc(OC)c1 (stereo not drawn)	-14
COc1ccc(CCNC(=O)CC2NCCNC2=O)cc1OC (stereo not drawn)	-13
O=C(Cc1ccc(F)cc1)NCC1(O)CCCC1	-15
Cc1nc2ccccc2cc1C(=O)NN=Cc1cccc([N+](=O)[O-])c1	11
Cc1cc(C)c(NC(=O)CSc2nnc(CCC(=O)O)c(=O)[nH]2)c(C)c1	-9
Cc1noc(C)c1CC(=O)Nc1nc(C(=O)N2CCN(c3ncccn3)CC2)co1	-14
Cc1cc2nc(NC(=O)c3ccc(S(=O)(=O)N4CCCC(C)C4)cc3)sc2cc1C (stereo not drawn)	-9
Cc1cc(OCC(=O)N2CCN(c3ccc4nnc(C5CC5)n4n3)CC2)cc(C)c1Cl	-7
Cc1ccc(O[C@H]2CCN(C(=O)c3ccc4nc[nH]c4c3)C2)nn1	-23
CC(C)Sc1ccc(CC(=O)N2CCC(Oc3ncccc3C#N)CC2)cc1	-8

Carrying on.
SMILES	SSB-PriA inh
COc1cccc(CNC(=O)C(=O)NCc2cccs2)c1	-21&1
CCCOc1ccc(S(=O)(=O)Nc2ccc3c(c2)N(C(=O)C(C)(C)C)CC3)cc1	15
COCCN(Cc1ccoc1)C(=O)C1(c2ccc(Cl)cc2)CCCC1	-19
CC(C)NC(=O)CC(=O)NN=Cc1cccs1	-8
O=C(Cn1ncn2nc(-c3ccccc3)cc2c1=O)NCc1ccco1	-10&5
Cc1ccnc(NC(c2cccs2)c2ccc3cccnc3c2O)c1 (stereo not drawn)	-15
O=C(NCC1CCN(C(=O)c2cccnc2)CC1)c1csc(-c2ccccc2)n1	-6
O=C(NCc1ccc2c(c1)OCO2)C1CN(S(=O)(=O)C2CC2)C1	-22
Cc1nc(Nc2ccc(NC(=O)c3c(-c4ccccc4Cl)noc3C)cc2)cc(-n2ccnc2)n1	-7
COc1cc(C(=O)NCCc2csc(-c3cccc(F)c3)n2)cc(OC)c1OC	-16
CCOC(=O)c1c(NC(=O)CSc2nnc(CSc3nc(N)c4c5c(sc4n3)CCC5)n2-c2ccccc2)sc(C)c1C	-7&-5
CCCS(=O)(=O)NCCn1ccnc1C1CC1	-15
CCC(CC)C(=O)Nc1nnc(SCC(=O)Nc2ccc(Br)cc2)s1	-4
O=C(NN=Cc1ccc(C(F)(F)F)cc1)c1ccc(O)cc1	-8
COc1cc(Cl)c(C)cc1NC(=O)Cn1nc2ccc(SC(C)(C)C)nn2c1=O	-13
CCOC(=O)c1ccc(NC(=O)Nc2nc3ccc(OC)cc3s2)cc1	7
Cc1ccc(/C=C/S(=O)(=O)NCc2cccnc2-c2cccs2)cc1	-1
CC1CCC(C(C)C)C(OP(=O)(Nc2ccccc2)OC2CC(C)CCC2C(C)C)C1 (stereo not drawn)	-1
CC(/C=C/c1ccccc1)=NNC(=O)CNC(=O)c1ccc2c(c1)OCO2	-25
Cc1c(C=NNC(=O)c2cccnc2)c2ccccc2n1Cc1ccccc1	-3
CC(Oc1ccc(F)cc1)C(=O)NCCCn1nc(-c2ccc(Cl)cc2)ccc1=O (stereo not drawn)	2
CN(C)C(CNC(=O)NC1CCCCC1)c1cccs1 (stereo not drawn)	-10
Cc1cc(C(=O)Nc2nnc(-c3ccc4c(c3)OCCO4)o2)n(C)n1	2
O=C(NCC1CCN(C(=O)c2ccoc2)CC1)c1ccc2nsnc2c1	-12
Cc1ccc(-n2c(C)cc(=O)cc2C)cc1	-11
COc1cc(C=NNC(=O)c2cccnc2)ccc1OC(=O)c1ccccc1Cl	-1
CCCCn1c(C(C)NC(=O)c2ccccc2OC)nc2ccccc21 (stereo not drawn)	-8
CC(Oc1ccc2c(c1)OCO2)C(=O)NCCOc1ccc(F)cc1 (stereo not drawn)	19
COc1cccc(C(=O)NN=C(C)c2cccc(NC(=O)c3ccc(F)cc3)c2)c1OC	-7
Clc1ccc2nc(N3N=C(c4ccccc4)CC3c3cn(-c4ccccc4)nc3-c3ccccc3)nc(-c3ccccc3)c2c1 (stereo not drawn)	-13
N#C/C(=C\c1ccc(OCc2ccccc2)cc1)C(=O)Nc1cccnc1	-5
COc1cccc2cc(C(=O)N3CCC(n4cc(-c5ccccc5)nn4)C3)oc12 (stereo not drawn)	-6
COc1ccc(NC(=O)CSc2nccn(-c3cccc(F)c3)c2=O)cc1OC	5
COc1ccccc1C(=O)Nc1cnc(N2CCN(c3ccccn3)CC2)nc1	-11
Cc1cc(C)c(NC(=O)Cn2nc(C3CC3)c3cnn(-c4ccc(F)cc4)c3c2=O)c(C)c1	13
COc1ccc2cc(C(=O)NCC3CCN(C(=O)NC(C)(C)C)CC3)[nH]c2c1	-5
CC(NC(=O)c1ccccc1)C(=O)NN=Cc1cccc([N+](=O)[O-])c1 (stereo not drawn)	-8

Screens from PubChem.
